Screens as filed in PubChem BioAssay.
Cav3 T inh: human Cav3.2 channel inhibition, primary screen. O95180. Cav3.2-expressing cells, Fluo-4 calcium fluorescence FDSS; active compounds read low. B-score at 10 µM. hit rate 4% among 100,000;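 active = single-dose well whose peak fluorescence ratio is a statistical outlier from its plate by either plate-standardised score or position-corrected B-score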
Target sequence (O95180 whole entry, looked up): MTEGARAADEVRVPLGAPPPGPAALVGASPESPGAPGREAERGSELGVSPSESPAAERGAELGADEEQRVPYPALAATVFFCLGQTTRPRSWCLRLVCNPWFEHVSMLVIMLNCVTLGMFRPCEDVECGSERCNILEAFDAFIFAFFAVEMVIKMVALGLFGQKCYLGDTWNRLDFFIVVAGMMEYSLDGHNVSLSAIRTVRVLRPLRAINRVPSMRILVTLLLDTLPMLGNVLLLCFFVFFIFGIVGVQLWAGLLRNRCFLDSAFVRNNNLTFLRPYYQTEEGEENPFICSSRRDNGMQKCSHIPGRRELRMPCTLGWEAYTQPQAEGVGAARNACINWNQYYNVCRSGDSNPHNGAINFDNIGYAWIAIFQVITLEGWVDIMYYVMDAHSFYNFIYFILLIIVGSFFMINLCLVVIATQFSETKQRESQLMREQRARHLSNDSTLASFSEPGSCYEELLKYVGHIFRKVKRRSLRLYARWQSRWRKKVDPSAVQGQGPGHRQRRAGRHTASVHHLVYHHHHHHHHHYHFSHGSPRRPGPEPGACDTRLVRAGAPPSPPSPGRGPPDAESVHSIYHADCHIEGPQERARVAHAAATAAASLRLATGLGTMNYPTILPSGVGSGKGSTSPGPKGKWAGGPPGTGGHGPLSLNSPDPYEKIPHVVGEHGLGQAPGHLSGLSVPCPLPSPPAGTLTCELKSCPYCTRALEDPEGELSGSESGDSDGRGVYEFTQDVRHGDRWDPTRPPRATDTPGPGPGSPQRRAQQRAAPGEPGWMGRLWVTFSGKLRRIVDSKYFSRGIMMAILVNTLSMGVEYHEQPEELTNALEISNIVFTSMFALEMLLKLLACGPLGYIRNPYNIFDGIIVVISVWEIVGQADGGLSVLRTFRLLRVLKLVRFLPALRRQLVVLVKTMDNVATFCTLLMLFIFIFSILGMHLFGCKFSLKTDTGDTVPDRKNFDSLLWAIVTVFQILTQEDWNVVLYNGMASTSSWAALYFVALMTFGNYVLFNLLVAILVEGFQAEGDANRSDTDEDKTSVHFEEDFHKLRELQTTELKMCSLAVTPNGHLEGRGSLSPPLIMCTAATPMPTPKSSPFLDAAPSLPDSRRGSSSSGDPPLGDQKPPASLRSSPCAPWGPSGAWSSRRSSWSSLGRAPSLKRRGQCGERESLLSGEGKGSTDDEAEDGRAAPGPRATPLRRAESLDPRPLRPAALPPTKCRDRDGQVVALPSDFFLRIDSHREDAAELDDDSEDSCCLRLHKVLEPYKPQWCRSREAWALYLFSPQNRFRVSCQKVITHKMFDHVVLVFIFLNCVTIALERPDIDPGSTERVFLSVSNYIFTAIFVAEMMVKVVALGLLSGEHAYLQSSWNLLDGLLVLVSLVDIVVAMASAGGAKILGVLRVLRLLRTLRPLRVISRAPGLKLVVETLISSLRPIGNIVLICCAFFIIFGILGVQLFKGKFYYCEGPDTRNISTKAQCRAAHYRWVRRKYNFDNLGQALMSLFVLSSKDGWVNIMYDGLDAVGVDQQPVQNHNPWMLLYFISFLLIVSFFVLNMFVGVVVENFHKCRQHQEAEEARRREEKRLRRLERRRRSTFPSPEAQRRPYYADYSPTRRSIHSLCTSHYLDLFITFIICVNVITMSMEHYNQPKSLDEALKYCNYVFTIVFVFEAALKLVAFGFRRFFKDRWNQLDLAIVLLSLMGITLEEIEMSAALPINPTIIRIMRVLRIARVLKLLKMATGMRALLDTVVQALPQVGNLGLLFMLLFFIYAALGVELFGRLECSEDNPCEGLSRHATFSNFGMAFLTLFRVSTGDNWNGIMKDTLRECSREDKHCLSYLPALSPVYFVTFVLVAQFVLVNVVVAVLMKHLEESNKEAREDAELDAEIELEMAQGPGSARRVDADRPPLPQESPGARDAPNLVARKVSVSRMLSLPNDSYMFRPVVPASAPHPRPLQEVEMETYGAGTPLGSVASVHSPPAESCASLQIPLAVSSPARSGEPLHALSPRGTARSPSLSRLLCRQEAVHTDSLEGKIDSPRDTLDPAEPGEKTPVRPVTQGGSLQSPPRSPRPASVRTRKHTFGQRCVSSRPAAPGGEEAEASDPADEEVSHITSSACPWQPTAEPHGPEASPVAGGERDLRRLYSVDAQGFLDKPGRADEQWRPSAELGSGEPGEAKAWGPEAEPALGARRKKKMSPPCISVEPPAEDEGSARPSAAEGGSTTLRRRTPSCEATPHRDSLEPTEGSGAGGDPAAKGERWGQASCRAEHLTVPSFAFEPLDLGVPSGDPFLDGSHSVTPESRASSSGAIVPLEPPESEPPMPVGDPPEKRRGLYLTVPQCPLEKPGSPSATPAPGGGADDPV
The depositor's hits bear a star. Some of the compounds tested; rates above refer to the full screens.

Results for Cc1ccc(N(C(=O)C2CCCC2)C2C=CS(=O)(=O)C2)cc1C (stereo not given) ?
Cav3 T inh: 0.26

How did O=C(c1cccn2c(=O)c3ccccc3nc12)N1CCN(c2ccccn2)CC1 do in these assays?
Cav3 T inh: 1.3

What do the screens show for `Cc1ccc(S(=O)(=O)N2CCN(C(=O)Cc3ccccc3)CC2)cc1`?
Cav3 T inh: 0.31

Results for CC(C)(C)N=Cc1cc(-c2ccccc2)sc1O ?
Cav3 T inh: -0.49

What do the screens show for `CC(C)(C)OC(=O)N[C@@H](Cc1ccccc1)c1nnc(SCC(=O)O)o1`?
Cav3 T inh: -0.64

How did CC(C)(C)n1nnc(CCc2nnn(C(C)(C)C)n2)n1 do in these assays?
Cav3 T inh: 1.2

What do the screens show for `O=S(=O)(Nc1cccc(CCc2ccccn2)c1)c1ccc2ccccc2c1`?
Cav3 T inh: -4.4*

How did COCCNS(=O)(=O)c1ccc(C2CNC(=O)C2)cc1 (stereo not given) do in these assays?
Cav3 T inh: 0.031

How did CCCc1cc(C(=O)NC2CCCCC2)no1 do in these assays?
Cav3 T inh: -0.48

How did COCCCn1c(SCC(=O)NCc2ccccc2)nc2ccccc2c1=O do in these assays?
Cav3 T inh: -0.32

Results for Cc1ccc(Cl)cc1N1CCN(C(=O)COc2ccc(S(=O)(=O)NC(C)C)cc2)CC1 ?
Cav3 T inh: -2.6

Results for CC1CCN(C(=O)CSc2nncn2C)CC1 ?
Cav3 T inh: -0.00089

What do the screens show for `CC(=O)CC1(O)C(=O)N(Cc2ccccc2)c2ccccc21` (stereo not given)?
Cav3 T inh: 0.58

What do the screens show for `c1ccc(Cc2nnc3sc(-c4ccccn4)nn23)cc1`?
Cav3 T inh: -0.092

How did CC(=O)C(Cc1cnc(Cl)s1)(Cc1cnc(Cl)s1)C(C)=O do in these assays?
Cav3 T inh: 0.36

What do the screens show for `CCS(=O)(=O)N1CCN(c2nc(-c3ccccc3)cs2)CC1`?
Cav3 T inh: -1.1

Results for COc1ccc(-n2ncc(S(=O)(=O)c3ccccc3)c2-c2ccc(Cl)cc2)cc1 ?
Cav3 T inh: -6.7*

What do the screens show for `Cc1cccc(-n2c(SCc3cc(=O)n4ccsc4n3)nc3ccccc3c2=O)c1`?
Cav3 T inh: -3.3

Results for CC(C)OCC(O)Cn1c(N2CCCC2)nc2c1c(=O)[nH]c(=O)n2C (stereo not given) ?
Cav3 T inh: 1.3

What do the screens show for `Cc1csc(NC(=O)CCCSc2nc3ccccc3s2)n1`?
Cav3 T inh: -3

What do the screens show for `CCn1c(C(=O)N2CCc3ccccc3C2)cc2sccc21`?
Cav3 T inh: -5.6*

Results for Cc1cc(CN2CCN(CCC#N)CC2)c(O)c(C2(C)CCCCC2)c1 ?
Cav3 T inh: -0.95

Results for Cc1nc(NC(=O)CSc2nc3cccnc3n2C2CCCCC2)sc1C ?
Cav3 T inh: -2.9

Results for CC(=O)NC1CC2CCCC(C1)N2C(=O)Nc1ccc(Cl)c(C(F)(F)F)c1 (stereo not given) ?
Cav3 T inh: -0.25

How did Cc1nc(Nc2ccc3c(c2)OCO3)c2oc3ccccc3c2n1 do in these assays?
Cav3 T inh: -1.7

Results for CCN(C(=O)c1coc(=O)c(Br)c1)c1ccc2c(c1)OCO2 ?
Cav3 T inh: 0.24

What do the screens show for `Oc1ccccc1-c1nnc(SCCN2CCOCC2)n1Cc1ccccc1`?
Cav3 T inh: 1.1

How did COc1cc2cc(C(=O)Nc3ccccc3)c(N)nc2cc1OC do in these assays?
Cav3 T inh: 0.032

What do the screens show for `COC(C[C@@H]1O[C@H]1[C@@H](O)COCc1ccccc1)OC`?
Cav3 T inh: -1.2

What do the screens show for `CCOC(=O)c1[nH]cnc1C(=O)Nc1ccncc1`?
Cav3 T inh: 0.19

How did CCCC1(C)Nc2ccccc2-c2nc3ccccc3n21 (stereo not given) do in these assays?
Cav3 T inh: -2.1

What do the screens show for `CCOC(=O)C1CCCN(C(=O)COC(=O)c2cc(=O)c3ccccc3o2)C1` (stereo not given)?
Cav3 T inh: 0.088

What do the screens show for `CC(C)CC(C(=O)Nn1cnnc1)N1C(=O)c2ccccc2C1=O` (stereo not given)?
Cav3 T inh: 0.84

Results for CCCCCCCCNC(=O)C(CCC(=O)OCc1ccccc1)NC(C)=O (stereo not given) ?
Cav3 T inh: -3.3

Results for CC1=C([N+](=O)[O-])C(c2ccccc2)C2=C(N1)c1ccccc1C2=O (stereo not given) ?
Cav3 T inh: -3.8*

Results for COC(=O)c1ccc(COc2ccc3c(C)c(C)c(=O)oc3c2)o1 ?
Cav3 T inh: -0.7

Results for CC(C)c1nnc(NC(=O)CCC(=O)Nc2ccc(F)cc2)s1 ?
Cav3 T inh: -0.099

Results for COC(=O)Nc1nc(C)c(C(=O)c2ccccc2)s1 ?
Cav3 T inh: -1

How did O=C(O)C1=C[C@H](c2ccc(Br)cc2)C[C@H](OCc2ccc(CO)cc2)O1 do in these assays?
Cav3 T inh: -0.042

What do the screens show for `CC(C)Cc1cc(C(=O)N2N=C(C(F)F)CC2(O)C(F)F)c2ccccc2n1` (stereo not given)?
Cav3 T inh: -7*

What do the screens show for `CCCc1cc(=O)n2[nH]c(NCc3ccccc3Cl)nc2n1`?
Cav3 T inh: 0.12

Results for NC(=O)[C@@H]1CCCNc2c(I)cc([N+](=O)[O-])cc2C(=O)N[C@@H](Cc2ccccc2)C(=O)N[C@@H](Cc2cnc[nH]2)C(=O)N1 ?
Cav3 T inh: 0.44

How did Cc1ccc(-n2nnnc2-c2cnc3ccc(Cl)cc3c2-c2ccccc2)cc1 do in these assays?
Cav3 T inh: -0.67

How did c1coc(-c2nnc3sc(Cc4cccs4)nn23)c1 do in these assays?
Cav3 T inh: 0.087

Results for O=C(NC1(C(F)(F)F)N=C(c2ccccc2)NC1=O)c1ccc(Cl)cc1Cl (stereo not given) ?
Cav3 T inh: 0.17

Results for CCOC(=O)c1ccc(NS(=O)(=O)c2c(N)[nH]c(=O)[nH]c2=O)cc1 ?
Cav3 T inh: 0.12

What do the screens show for `CC(C)Oc1ccc(C(=O)NC2(C(F)(F)F)N=C3SCCN3C2=O)cc1` (stereo not given)?
Cav3 T inh: -0.33

What do the screens show for `COCCn1c(SCC(N)=O)nc2c(c1=O)SC(C)C2` (stereo not given)?
Cav3 T inh: -0.05

How did Cc1cc(Nc2ccc(Br)c(C)c2)n2nc(C)nc2n1 do in these assays?
Cav3 T inh: -0.28

What do the screens show for `CC(=O)Nc1ccc(OCC(O)CN2CCN(c3cc(Cl)ccc3C)CC2)cc1` (stereo not given)?
Cav3 T inh: -0.79

How did Cc1nn(C)cc1C1C2=C(CC(C)(C)CC2=O)OC2=C1C(=O)CC(C)(C)C2 do in these assays?
Cav3 T inh: -0.032

Results for COc1cccc(C2CC(c3ccccc3Cl)Nc3nc(N)nn32)c1 (stereo not given) ?
Cav3 T inh: -0.24

How did OC(COCc1cccs1)CN1CCN(c2ccccn2)CC1 (stereo not given) do in these assays?
Cav3 T inh: -0.69

How did COc1ccc2[nH]c(C)c(C(=O)CN3CC(C)OC(C)C3)c2c1 (stereo not given) do in these assays?
Cav3 T inh: 0.25

Results for CCOc1ccc(/C=N/n2c(SC)nnc(C(C)(C)C)c2=O)cc1 ?
Cav3 T inh: -0.11

Results for O=C(c1cccc(Cl)c1Cl)N1CCN(c2ccccn2)CC1 ?
Cav3 T inh: 1.2

Results for COCCn1nnnc1CN1CCC(NC(=O)c2ccc(Br)cc2)CC1 ?
Cav3 T inh: 0.29

How did CC1=C(C(=O)Nc2ccccc2)C(c2ccco2)n2ncnc2N1 (stereo not given) do in these assays?
Cav3 T inh: -0.43

How did COC(=O)CSc1nc(-c2ccccc2)c2c(c1C#N)CCCC2 do in these assays?
Cav3 T inh: -2.8

How did Cn1c(=O)c2c(nc(CN3CCOCC3)n2CCc2ccccc2)n(C)c1=O do in these assays?
Cav3 T inh: -1.4

Results for CCOC(=O)C1(C)NC(c2ccc(OC)c(OC)c2)C2C(=O)N(CC)C(=O)C21 (stereo not given) ?
Cav3 T inh: 0.49

How did COc1cc(NC(=S)NC(=O)c2ccc(C)cc2C)ccc1NC(=O)c1cccs1 do in these assays?
Cav3 T inh: 0.38

What do the screens show for `CCN1CCN(C(c2cccs2)C(C)NC(=O)c2cccnc2)CC1` (stereo not given)?
Cav3 T inh: 0.31

How did C/C(=C(\C#N)C(=O)NCCCN1CCOCC1)N(C)C do in these assays?
Cav3 T inh: 0.44

How did COCCSc1nnc(NC(=O)C(C)(C)C)s1 do in these assays?
Cav3 T inh: 0.27

How did Cc1ccc(-c2nnn(CC(=O)N(CC(=O)NC3CCCC3)c3cnc4ccccc4c3)n2)o1 do in these assays?
Cav3 T inh: -2.9

What do the screens show for `COc1ccc(CCN=CC2=C(O)CC(C)(C)CC2=O)cc1`?
Cav3 T inh: -0.23

How did O=C(Oc1ccc(-c2nnco2)cc1)N(c1ccccc1)c1ccccc1 do in these assays?
Cav3 T inh: -1.9

How did CC1CN(CC(=O)N2CCc3[nH]c4ccccc4c3C2)CC(C)O1 (stereo not given) do in these assays?
Cav3 T inh: -0.13

How did Cc1nc(-c2ccccc2)cc(=O)[nH]1 do in these assays?
Cav3 T inh: 0.074

How did Cc1cccc(NCCNc2cccc(C)c2)c1 do in these assays?
Cav3 T inh: -1.7

What do the screens show for `Cc1cc(C)cc(NC(=S)NCc2cccn2C)c1`?
Cav3 T inh: 0.58

What do the screens show for `CS(=O)(=O)c1cccc(C(=O)Oc2ccccc2)c1`?
Cav3 T inh: 0.15

What do the screens show for `Cc1c(Br)cc(C(=O)N2CCCC2)c(C)c1C`?
Cav3 T inh: -1

Results for COc1ccc(-c2nc(C)ncc2N=Nc2ccccc2)cc1 ?
Cav3 T inh: -1.2

Results for CCOC(=O)C1=C(C)C(c2ccc(OC)cc2OC)NC(=O)N1 (stereo not given) ?
Cav3 T inh: 0.63

What do the screens show for `COc1cc(/C=N/NC(N)=S)ccc1OC(=O)c1ccc(C)cc1`?
Cav3 T inh: 0.29

How did O=C(Nc1sc2c(c1C(=O)O)CCCCC2)c1ccco1 do in these assays?
Cav3 T inh: 0.45

How did CC12CCC(C(=O)N3CCCCC3)(CC1=O)C2(C)C (stereo not given) do in these assays?
Cav3 T inh: 0.61

Results for CCOC(=O)c1cn(CC(=O)Nc2ccc(CC)cc2)nn1 ?
Cav3 T inh: 0.34

How did CC(C)(C)OC(=O)N1CCC(C(=O)N2CCOCC2)CC1 do in these assays?
Cav3 T inh: 0.51

What do the screens show for `O=C1C2C3C=CC(C3)C2C(=O)N1CCC(=O)N1CCc2ccccc21` (stereo not given)?
Cav3 T inh: 0.9

What do the screens show for `CC(=O)c1oc2ccccc2c1NC(=O)CCCN1C(=O)c2ccccc2C1=O`?
Cav3 T inh: 0.22

How did CN1C(=O)CCC1(O)c1ccccc1 (stereo not given) do in these assays?
Cav3 T inh: 0.5

Results for CC(C)c1cc(NC(=O)C(C)(C)C)cc(C(C)C)c1O ?
Cav3 T inh: 0.94

What do the screens show for `COc1ccc(OC)c(-n2nnnc2SCC(=O)Nc2ccc3c(c2)OCCO3)c1`?
Cav3 T inh: -0.45

Results for COc1ccc(/C=N/N2C(=O)CSC2=S)cc1 ?
Cav3 T inh: -0.21

How did CC1Cc2ccccc2N1C(=O)CSc1nc2c(c(=O)n(C)c(=O)n2C)n1Cc1ccc(F)cc1 (stereo not given) do in these assays?
Cav3 T inh: 0.33

How did CC(C)(C)OC(=O)NCCCCC1=CC2=CC(=O)C(C)(OC(=O)c3cnc4ccccc4n3)C(=O)C2=CO1 (stereo not given) do in these assays?
Cav3 T inh: -0.32

How did Cc1ccc(-c2cc(-c3ccccc3Cl)c(C#N)c(N)n2)o1 do in these assays?
Cav3 T inh: -0.46

What do the screens show for `O=C1C(=C2CCCCC2)SC(=S)N1Cc1ccco1`?
Cav3 T inh: -2.4

Results for Cc1ccc(-c2nc(CS(=O)CC(=O)NCCCN3CC(C)CC(C)C3)c(C)o2)cc1 (stereo not given) ?
Cav3 T inh: -2.7

What do the screens show for `CCN(CC)CCOc1cc2c(nn1)Oc1ccccc1N2C`?
Cav3 T inh: 1.5

What do the screens show for `CCOc1cc(-c2nnc(-c3ccco3)o2)cc(OCC)c1OCC`?
Cav3 T inh: 0.58

What do the screens show for `CCOc1cc(-c2nn3cnnc3s2)cc(OCC)c1OCC`?
Cav3 T inh: -0.43

How did Cc1cccc(N(C(=O)c2ccc(CN3CCOCC3)o2)C(C(=O)NC(C)(C)C)c2ccc(F)cc2)c1 (stereo not given) do in these assays?
Cav3 T inh: -2.8

Molecules shown so far that have a furan ring, fused or not:
How did Cc1nc(Nc2ccc3c(c2)OCO3)c2oc3ccccc3c2n1 do in these assays?
Cav3 T inh: -1.7

Results for COC(=O)c1ccc(COc2ccc3c(C)c(C)c(=O)oc3c2)o1 ?
Cav3 T inh: -0.7

How did c1coc(-c2nnc3sc(Cc4cccs4)nn23)c1 do in these assays?
Cav3 T inh: 0.087

How did CC1=C(C(=O)Nc2ccccc2)C(c2ccco2)n2ncnc2N1 (stereo not given) do in these assays?
Cav3 T inh: -0.43

How did Cc1ccc(-c2nnn(CC(=O)N(CC(=O)NC3CCCC3)c3cnc4ccccc4c3)n2)o1 do in these assays?
Cav3 T inh: -2.9

How did O=C(Nc1sc2c(c1C(=O)O)CCCCC2)c1ccco1 do in these assays?
Cav3 T inh: 0.45

What do the screens show for `CC(=O)c1oc2ccccc2c1NC(=O)CCCN1C(=O)c2ccccc2C1=O`?
Cav3 T inh: 0.22

How did Cc1ccc(-c2cc(-c3ccccc3Cl)c(C#N)c(N)n2)o1 do in these assays?
Cav3 T inh: -0.46

What do the screens show for `O=C1C(=C2CCCCC2)SC(=S)N1Cc1ccco1`?
Cav3 T inh: -2.4

What do the screens show for `CCOc1cc(-c2nnc(-c3ccco3)o2)cc(OCC)c1OCC`?
Cav3 T inh: 0.58

How did Cc1cccc(N(C(=O)c2ccc(CN3CCOCC3)o2)C(C(=O)NC(C)(C)C)c2ccc(F)cc2)c1 (stereo not given) do in these assays?
Cav3 T inh: -2.8
